# NPY-Y2 antag = NPY-Y2 receptor antagonists, primary screen, cell-based | hit rate 0.99% among 140,000 | inhibition, % at 2.7 µM | NPY-Y2 expressing cells, antagonist mode | Neuropeptide Y receptor type 2 (Homo sapiens), P49146; in the data active = inhibition above about 17%;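 also: 0% = vehicle with agonist challenge and 100% = reference antagonist with challenge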
# Target sequence (P49146 whole entry, looked up): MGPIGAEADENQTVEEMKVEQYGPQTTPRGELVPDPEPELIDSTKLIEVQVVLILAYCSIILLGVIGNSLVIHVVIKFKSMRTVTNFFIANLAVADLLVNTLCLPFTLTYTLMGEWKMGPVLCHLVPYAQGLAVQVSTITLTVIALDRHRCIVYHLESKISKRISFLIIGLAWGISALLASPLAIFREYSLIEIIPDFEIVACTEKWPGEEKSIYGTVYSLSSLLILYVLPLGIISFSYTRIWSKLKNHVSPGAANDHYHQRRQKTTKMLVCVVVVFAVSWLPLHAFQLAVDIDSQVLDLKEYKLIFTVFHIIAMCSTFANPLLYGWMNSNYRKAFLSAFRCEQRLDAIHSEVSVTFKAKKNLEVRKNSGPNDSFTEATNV
# E-sel TNF inh = E-selectin induction blockers in HUVEC – imaging, immunofluorescence, high content, primary screen; HUVEC TNFa-induced E-selectin immunofluorescence; inhibition, % at 2 µM; hit rate 0.71% among 120,000; AID 1246, 2008;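 active = inhibition above the batch mean plus 3 SD, and confirmed as a hit on visual image review, cut at about 43% in these data; inconclusive = passes the inhibition cutoff but fails visual image review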;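 also: 0% = TNF-stimulated DMSO wells and 100% = unstimulated control wells; not every result past the cut was called active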
# MRP1 act = H69AR viability gain despite doxorubicin, primary screen, MRP-1 activator project, H69AR cells, CellTiter-Glo; viability rescue; viability increase, % at 10 µM; hit rate 0.61% among 140,000; AID 799, 2007;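 active = viability gain under doxorubicin at or above a set limit, the compound median plus 3 SD, cut at about 4.7% in these data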;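 also: MRP-1 overexpressing cells given doxorubicin 25 µM after compound pretreatment; 18-22 h compound pretreatment then 72 h with doxorubicin before readout; 0% = doxorubicin-only wells and 100% = vehicle-treated cells without doxorubicin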
# HCT116 PTEN-null = growth suppression of PTEN-null HCT116, primary screen, cell-based, CellTiter-Glo; HCT116 PTEN-null viability, 60 h; hits give low values; viability, % at 10 µM; hit rate 1.2% among 140,000; AID 827, 2007;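 active = viability at or below a set limit, 4 SD under the median of all tested compounds, cut at about 3.7% in these data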;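 also: PTEN knockout HCT116 line with beta catenin targeted HCT116 as companion control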
# Measles CPE = compounds protecting cells from measles virus cytopathic effect, primary screen, measles RdRp inhibitor project, single point, MLSMR library, absorbance; hit rate 1.5% among 140,000; Measles virus-infected cells, CPE protection; AID 841, 2007; protection (pct of control), % at 4 µM; in the data active = protection mostly above about 24%, no sharp cut-off; inactive = mostly below about 26%; also: some compounds called inactive have numbers as strong as hits
# Phagocytosis inh = inhibitors of macrophage phagocytosis, primary screen, imaging, J774A.1 cells, IgG beads | J774A.1 macrophage IgG-bead phagocytosis | inhibition, % at 5 µM | hit rate 0.07% among 110,000 | AID 1029, 2008;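 active = inhibition above the mean of the plate negative controls plus 5 SD, cut at about 13% in these data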;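 also: phagocytic index as fraction of beads internalized from green versus red external bead signal; plate controls were DMSO negative control for no effect and cytochalasin-D positive control for full effect; some results beyond the cut were filed as inactive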
# bCat KO growth = primary screen for growth suppressors in beta-catenin knockout HCT116 cells (colon tumor, human); AID 818, 2007; viability, % at 10 µM; hit rate 1.5% among 140,000; HCT116 beta-catenin knockout viability, CellTiter-Glo, 60 h; hits give low values;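 active = viability at or under a set limit, the compound median less 4 SD, cut at about 6% in these data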;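 also: 0% = Hyamine 1622 control at 20 µM and 100% = untreated cell control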
# Yeast growth inh = growth inhibitors of yeast BB579 in restrictive medium, primary screen, yeast lifespan-shortening project, S. cerevisiae; OD615, 48 h; inhibition, % at 10 µM; hit rate 0.51% among 140,000;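 active = inhibition above a set limit, 3 SD over the mean compound inhibition, cut at about 44% in these data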; also: inactives centre near -24
#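 Assay system: S. cerevisiae DeaD strain BB579 yeast. Medium: CSMM-D restrictive synthetic medium containing dextrose (glucose). Times: 4 h cell preincubation, 48 h compound exposure, 30 °C humidified. Signal: OD615 turbidity measurement. Benchmarks: positive control amphotericin B 10 µg/mL.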
# GALR2 antag = GALR2 antagonists in receptor-expressing cells, primary screen | Galanin receptor type 2 (Homo sapiens), O43603 | antagonist mode | inhibition, % at 4 µM | hit rate 0.39% among 140,000 | AID 828, 2007; in the data active = inhibition above about 27%;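 also: cells stimulated with galanin 1-16 at roughly its EC80; 0% = agonist challenge control and 100% = basal control without agonist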
# Target sequence (O43603 whole entry, looked up): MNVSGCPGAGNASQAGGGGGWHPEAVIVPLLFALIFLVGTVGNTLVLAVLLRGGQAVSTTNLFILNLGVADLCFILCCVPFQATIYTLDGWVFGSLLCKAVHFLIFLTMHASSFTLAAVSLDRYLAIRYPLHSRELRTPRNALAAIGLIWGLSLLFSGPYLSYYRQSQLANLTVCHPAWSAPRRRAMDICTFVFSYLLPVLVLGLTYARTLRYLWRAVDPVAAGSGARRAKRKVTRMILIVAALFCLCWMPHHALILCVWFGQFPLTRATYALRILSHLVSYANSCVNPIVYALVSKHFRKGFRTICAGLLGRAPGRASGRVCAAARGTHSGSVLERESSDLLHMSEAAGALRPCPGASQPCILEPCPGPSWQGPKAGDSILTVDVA
# Yeast life ext = compounds extending yeast replicative lifespan, primary screen, S. cerevisiae, OD615; S. cerevisiae growth with nicotinamide; deaD strain in restrictive glucose medium; hit rate 0.68% among 130,000; inhibition of the nicotinamide effect, % at 10 µM; AID 775, 2007;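 active = inhibition above a set limit, placed 3 SD over the median of all compounds, cut at about 26% in these data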;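 also: 0% = nicotinamide-treated wells and 100% = cells grown without nicotinamide; some compounds called inactive have numbers as strong as hits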
#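 Buffer or medium: CSMM-D glucose medium, restrictive; test system: modified budding yeast, DeaD strain; compound: single dose 10 µM compound, 0.25% DMSO; schedule: culture preincubation 4 h, compound exposure 48 h, both 30 °C; detection: optical density (absorbance) at 615 nm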
# * hit, by the source's call; ? = inconclusive; · = not tested or not shown; & = joins results of further samples.
SMILES,NPY-Y2 antag,E-sel TNF inh,MRP1 act,HCT116 PTEN-null,Measles CPE,Phagocytosis inh,bCat KO growth,Yeast growth inh,GALR2 antag,Yeast life ext
C[C@@H]1O[C@@H](O[C@H]2C[C@@H](O)[C@]3(CO)[C@H]4[C@H](O)C[C@]5(C)[C@@H](C6=CC(=O)OC6)CC[C@]5(O)[C@@H]4CC[C@]3(O)C2)[C@H](O)[C@H](O)[C@H]1O,22*,·,-3.8,4,-1,·,5.7*,-6,-14,4
COc1ccc(OC)c([C@@H](O)[C@H](C)NC(C)(C)C)c1,4,·,-0.7,99,27,·,94,-17,-9,-2
CCN1CCN(S(=O)(=O)c2ccc(Cl)nc2)CC1,4,6,-2.5,91,6,·,106,-16,10,-7
O=C1CC(N2CC=C(c3ccccc3)CC2)C(=O)N1c1ccc(F)cc1 (stereo unspecified),0,8,3.8,94,6,0,100,-34,-5,2
CC(C)c1ccc(OCC(=O)N2CCN(C)CC2)c(Br)c1,-2,-7,-3.2,75,3,4,82,-30,2,-11
COc1ccc(OCC(=O)N2CCN(Cc3c[nH]c4ccccc34)CC2)cc1,13,?,-4.3,81,12,-1,84,-30,11,-7
CC(=O)OC1C2CCCC1C(N1CCCC1)CC2 (stereo unspecified),3&2,46&14,-3.3&-1.8,88&98,3&1,2,92&84,-26&-6,5&-3,-14&-19
CC1CN(O)C2CCc3nonc3C12O (stereo unspecified),1,8,0.2,101,38,0,104,-8,0,-2
CN1C(=O)C(Cc2c[nH]c3ccccc23)C(=O)N(C)C1=O,-3,-48,-1.9,91,8,-1,90,-30,10,-11
ON1C2CCCCC2N(O)C1c1ccccc1 (stereo unspecified),-2,·,-2.1,99,24,2,94,-14,2,-1
CN1CCN(C(=O)OC2c3nccnc3C(=O)N2c2ccc(Cl)cn2)CC1 (stereo unspecified),0,·,0.0,104,8,·,91,-48,4,9
OC12Oc3ccccc3C=C1N1CCC2CC1 (stereo unspecified),3,-12,-0.2,93,5,1,93,-14,-13,-12
CCOc1ccc(-n2c(O)c(C=NCCN(CC)CC)c(=O)[nH]c2=O)cc1,2,10,-0.4,95,4,-4,95,-52,0,-3
COC(=O)C(O)(c1c(C)[nH]c2ccccc12)C(F)(F)F (stereo unspecified),-4,19,-2.6,92,5,·,91,-65,13,-9
COc1ccc(CCn2c(O)c(C=NC3CC3)c(=O)[nH]c2=O)cc1OC,4,-15,-1.1,101,10,·,95,3,2,4
Cc1nc2ccccn2c1P(=S)(N1CCCCC1)N1CCCCC1,6,-24,-1.3,47,4,1,48,-36,0,-5
CCC[N+]12CCC(CC1)C(=C(c1ccccc1)c1ccccc1)C2,3,·,-3.1,82,17,-8,77,-15,8,5
Cn1c(=O)cc(OCCCC(=O)N2CCC3(CC2)OCCO3)c2ccccc21,-1,9,-3.8,84,16,3,75,-10,0,-5
O=C(COc1ccccc1)N1CCN(Cc2c[nH]c3ccccc23)CC1,2,-40,-2.0,74,16,-1,80,-45,16,-4
CCn1cc(C(=O)c2cccs2)c2ccccc21,2,15,-0.4,97,1,0,86,1,4,-6
Cc1cc(C)cc(NC(=S)NC2CC3CCCC(C2)N3Cc2cccs2)c1 (stereo unspecified),6,-42,-5.1,25,11,-3,18,-48,6,-16
COc1ccc(NC(=O)N2CCC3(CC2)OCCO3)cc1OC,0,-11,-1.0,101,3,·,88,-15,3,-1
CCOC(=O)[C@@]1(C#N)C(c2ccc(Cl)c(Cl)c2)[C@H](C(N)=O)N2C=C(C(C)=O)C=C[C@H]21 (stereo partly specified),1,1,-1.4,98,13,0,99,-32,1,4
CC1CCCC(C2(O)C(=O)Nc3ccccc32)C1=O (stereo unspecified),-1,14,-0.9,105,9,2,95,-13,-4,-4
COc1ccc(Cn2c(O)c(C=NCCCn3ccnc3)c(=O)[nH]c2=O)cc1,3,·,-1.3,90,6,-2,91,-1,-4,0
COc1cc(/C=C2\C(=O)NC(=O)N(c3ccccc3)C2=O)cc(OC)c1O,-2,·,-0.5,91,26,-2,96,4,-11,-8
CC(=NCCCn1ccnc1)c1c(O)n(C)c(=O)n(C)c1=O,3,-9,-1.8,105,2,0,97,-25,0,-8
COc1ccc(CCNCc2ccccn2)cc1OC,3,0,-0.3,96,8,0,95,-18,-6,-15
COc1ccc(CC(=O)N2CCN(C)CC2)cc1,0,7,-0.9,111,11,1,100,-6,-4,-22
Cc1cccn2c(=O)c3c(nc12)N1CCc2ccccc2C1C1(C3)C(=O)NC(=O)N(C)C1=O (stereo unspecified),1,-13,-1.4,89,3,2,92,-77,2,-2
OCCN1C2CCC1CC(O)(c1ccc(F)cc1)C2 (stereo unspecified),2,-15,-0.3,106,24,2,98,-52,-4,-9
CCCCN1C(=O)NC(=O)C2(Cc3cc(C)ccc3N(C)C2)C1=O (stereo unspecified),7,11,0.5,104,4,0,98,-27,-1,31
COc1ccccc1-n1c(CNCC2CCCO2)nc2ccccc2c1=O (stereo unspecified),2,0,-0.9,96,1,1,95,-33,3,3
COc1ccc(-n2c(O)c(C(C)=NCCCn3ccnc3)c(=O)[nH]c2=O)cc1,0,·,-1.7,107,3,·,92,-3,1,-2
C=CCn1c(=O)c(C=Nc2cccnc2Cl)c(O)n(CCCC)c1=O,3,20,-1.1,103,5,-4,94,-59,-2,-2
Cc1cc(OC(=O)c2ccco2)c2c3c(c(=O)oc2c1)CCCC3,5,-9,0.0,87,25,-1,83,-48,9,-10
O=C(C1CC(c2ccccc2O)=NO1)N1CCC2(CC1)OCCO2 (stereo unspecified),3,-13,-0.5,73,2,-1,94,-16,2,-1
O=C1/C(=C\c2cc3c(cc2Br)OCO3)N2CCC1CC2,5,·,-3.8,95,4,·,84,-27,-2,2
Cc1cccc(N2C(=O)/C(=C/N3CCN(C(=O)c4ccco4)CC3)C(=O)NC2=S)c1,2,-53,-4.2,101,3,-2,87,-4,7,-4
CC(=NCCCN1CCOCC1)c1c(O)n(-c2ccccc2C)c(=O)[nH]c1=O,0,2,-0.2,115,7,1,100,-45,-4,-6
O[C@@H]1CCCC[C@H]1N1CCC(c2ccccc2)CC1,3,15,0.2,98,5,0,86,-77,-17,-6
CC(=NCCC(c1ccccc1)c1ccccc1)c1c(O)n(C)c(=O)n(C)c1=O,16,-13,-1.5,70,11,-8,77,-13,-1,-4
O=c1[nH]c(=S)n(C2CC2)c(O)c1/C=N/Nc1cccc2ccccc12,1,·,-1.3,53,17,-1,47,-32,8,4
CC(C)C[C@H]1C(=O)N2CCCC2[C@]2(O)O[C@](NC(=O)[C@@H]3C=C4c5cccc6[nH]cc(c56)CC4N(C)C3)(C(C)C)C(=O)N12 (stereo partly specified),-2,·,-0.8,85,0,·,87,-21,-1,6
C=CCN1C(=O)/C(=C/c2cc(C)n(-c3cccnc3)c2C)C(=O)NC1=S,2,45,-4.9,22,34,0,37,-6,1,20
CCN1CCC2(CCNC2)C1 (stereo unspecified),4,98*,-2.0,94,4,1,99,4,6,-1
O=C(CCNS(=O)(=O)c1ccccc1)Nc1ccc(Cl)cc1C(=O)c1ccccc1,2,·,-1.5,78,12,-1,83,-19,5,1
COC(=NC1CCCC1)C(O)c1c[nH]c2ccccc12 (stereo unspecified),-2,7,-2.8,94,12,·,91,-39,7,·
CSCCC(N=Cc1c(O)n(-c2ccc(Br)cc2)c(=O)[nH]c1=O)C(=O)OC(C)(C)C (stereo unspecified),2,2,-2.3,106,15,·,104,-31,3,-6
Cc1cccc(-n2c(O)c(/C=N/Nc3nc4c(c(=O)n(C)c(=O)n4C)n3C)c(=O)[nH]c2=S)c1,-1,·,-0.4,100,16,·,105,-44,3,4
C=CCN1C(=O)/C(=C/c2ccc3c(c2)CCCN3CCC)C(=O)NC1=S,3,·,-5.0,46,8,-6,57,-20,2,18
Nc1ccccc1C(=O)OCCOc1ccccc1,3,40,0.6,87,2,-2,89,-37,15,-24
Cc1cccc(OP(=O)(Nc2cccnc2)Oc2cccc(C)c2)c1,1,·,-3.0,85,19,·,90,-4,-5,11
O=C1NC(=O)C(CCc2ccccn2)(Cc2cccc(Cl)c2Cl)C(=O)N1c1ccc(Br)cc1 (stereo unspecified),1,-5,-0.6,68,10,-3,77,-43,-6,5
CC(=NCc1ccco1)c1c(O)n(Cc2ccccc2)c(=O)[nH]c1=O,3,·,-0.1,79,8,0,84,-10,-1,-3
C=Cn1ccnc1P(=S)(c1nccn1C=C)c1nccn1C=C,1,-1,0.8,115,1,1,104,-18,6,-1
O=[N+]([O-])c1ccc(N2CCNCC2)cc1NCc1ccco1,2,2,-2.8,80,3,0,83,-17,10,2
O=P(C(c1c[nH]c2ccccc12)N1CCOCC1)(N1CCOCC1)N1CCOCC1 (stereo unspecified),1,·,-3.6,97,25,·,99,-12,9,-15
CCN1CCN(c2cc(N3CCCC3)c([N+](=O)[O-])cc2F)CC1,0,-4,-0.5,95,6,-8,81,14,-5,0
CCC(=O)N1c2ccc(S(=O)(=O)CCC(=O)N3CCC4(CC3)OCCO4)cc2CC1C (stereo unspecified),2,12,-0.8,93,9,·,97,-16,8,-2

# Complete entries as entered above. Screens in order: NPY-Y2 antag	E-sel TNF inh	MRP1 act	HCT116 PTEN-null	Measles CPE	Phagocytosis inh	bCat KO growth	Yeast growth inh	GALR2 antag	Yeast life ext
# `CC(=NCc1ccco1)c1c(O)n(Cc2ccccc2)c(=O)[nH]c1=O` across the screens: 3	·	-0.1	79	8	0	84	-10	-1	-3
# `Cc1cccc(-n2c(O)c(/C=N/Nc3nc4c(c(=O)n(C)c(=O)n4C)n3C)c(=O)[nH]c2=S)c1` across the screens: -1	·	-0.4	100	16	·	105	-44	3	4

# The list goes on:
SMILES,NPY-Y2 antag,E-sel TNF inh,MRP1 act,HCT116 PTEN-null,Measles CPE,Phagocytosis inh,bCat KO growth,Yeast growth inh,GALR2 antag,Yeast life ext
C=C(c1ccccc1)P(=O)(O)O,0,14,-2.1,99,4,-4,103,-8,9,4
O=c1[nH]c(=O)n(Cc2ccc(F)cc2)c(O)c1C=NCCCO,3,-35,1.9,93,13,-1,98,-31,-4,1
O=c1[nH]c(=S)n(-c2ccccc2F)c(O)c1C=NCc1ccco1,1,·,-2.9,103,8,-3,90,8,-5,2
CC(C)C(=O)c1cn(Cc2ccccc2C#N)c2ccccc12,8,-30,-0.8,61,14,-2,63,-5,-5,-7
C[N+]1(C)[C@@H]2CC(OC(=O)[C@H](CO)c3ccccc3)C[C@H]1[C@@H]1O[C@@H]12 (stereo partly specified),-1,·,0.0,99,5,·,96,-38,-6,6
N#CCP(=S)(c1ccccc1)c1ccccc1,1,·,-1.6,98,20,1,86,-51,14,5
CCC(CC)N1CCN(C(=O)Cc2ccccc2)CC1,5,-37,-4.5,92,43*,·,96,-20,0,·

# Source: PubChem (several laboratories)

# The list is partial; count on the stated rates, not on these rows.
